Screening data as filed in PubChem BioAssay.
AID2073 = disruptors of CaV2.2 binding to Mint1 – biochemical, HTRF (AID 2073) | HTRF protein-protein interaction, Mint1-CaV2.2; higher % means a stronger effect | one-dose inhibition, % at 20 µM; IC50 in µM for titrated hits | 0.19% of 290,000 active; in the data active = inhibition mostly above about 51%, no sharp cut-off; also: some results filed as inactive read as strong as hits
SIAH1 antagonists = blockers of Siah-1 interaction with plectin peptide – biochemical, fluorescence polarization, rhodamine-plectin, uHTS, primary screen (AID 1817); 0.02% of 290,000 active; Siah-1 / rhodamine-plectin peptide fluorescence polarization; higher % means a stronger effect; one-dose displacement, % at 20 µM; IC50 in µM for titrated hits;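 active = displacement of at least 50% at 20 µM, with a fluorescence ratio check between 0.3 and a set limit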;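 also: plate controls were Siah plus tracer with DMSO for no effect and tracer alone without Siah for full effect; strong numbers were not always called active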
HIV fusion peptide = cell-free HIV fusion peptide-binding blockers – biochemical, uHTS, fluorescence dequenching, primary screen (AID 1986) | cell-free peptide binding, fluorescence dequenching, 30 min; higher % means a stronger effect | one-dose inhibition, % at 20 µM; IC50 in µM for titrated hits | 0.3% of 290,000 active; in the data active = inhibition mostly above about 52%, no sharp cut-off; inactive = mostly below about 76%; also: some results filed as inactive read as strong as hits
XIAP antagonists = small molecules displacing peptide from XIAP – biochemical, IAP family, fluorescence polarization (AID 1018) | 0.007% of 200,000 active | displacement, % at 20 µM; hits with a dose series show IC50 in µM | XIAP BIR domain, fluorescence polarization peptide displacement; higher % means a stronger effect; in the data active = displacement above about 50%; also: a part of the inactive calls stands beside numbers as strong as those of hits
Dengue-2 NS5 capping = Dengue-2 NS5 methyltransferase inhibitors, primary screen, biochemical, confirmation dose response (AID 588689). Dengue-2 NS5 methyltransferase capping enzyme assay, biochemical; higher % means a stronger effect. one-dose inhibition, % at 25 µM; IC50 in µM for titrated hits. 0.3% of 340,000 active; in the data active = a potency from the dose series
MgcRacGAP inhibition = MgcRacGAP GTPase-activating activity inhibitors, confirmation, biochemical, ADP Hunter fluorescence. MgcRacGAP-stimulated Rac1 GTP hydrolysis, ADP Hunter fluorescence; higher % means a stronger effect; GST-tagged Rac1 F28L mutant substrate. inhibition, % at 30 µM, or IC50 in µM where a hit was titrated. 0.6% of 340,000 active. AID 624330;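 active = first-screen hits whose inhibition reached a set limit at any dose in the follow-up dose series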;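 also: fluorescence reports GDP produced by GAP-driven GTP hydrolysis; strong numbers were not always called active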
Large T inhibition = SV40 large T antigen inhibitors, biochemical (AID 1903) | SV40 large T antigen ATPase/helicase inhibition assay; higher % means a stronger effect | inhibition, % at 20 µM, or IC50 in µM where a hit was titrated | 0.39% of 310,000 active; in the data active = a potency from the dose series; also: strong numbers were not always called active
RSV CPE inhibition = RSV antiviral activity via CPE protection, HEp-2 cells, primary 10 µM value included (AID 2391) | HEp-2 cells, RSV-induced CPE inhibition; higher % means a stronger effect | 0.13% of 310,000 active | CPE inhibition, % at 10 µM, or IC50 in µM where a hit was titrated; in the data active = a potency from the dose series; also: strong numbers were not always called active
LYP inhibition = inhibitors of LYP phosphatase, biochemical, fluorescence intensity, uHTS (AID 1779); recombinant LYP phosphatase, fluorescence intensity; higher % means a stronger effect; inhibition, % at 11.5 µM; hits with a dose series show IC50 in µM; 0.054% of 290,000 active; in the data active = inhibition above about 50%;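 also: plate controls were vehicle with enzyme for no effect and no enzyme for full effect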
Dengue-2 NS5 capping pilot replicate = second read-out of Dengue-2 NS5 capping, no call of its own (marks repeat the call); inhibition, %; measured here: pilot screen replicate inhibition
* marks the source's active call; other numbers are inactive results; . = not tested or not shown; & = joins results of further samples.

The opening two records, ahead of the listing:
SMILES	AID2073	SIAH1 antagonists	HIV fusion peptide	XIAP antagonists	Dengue-2 NS5 capping	MgcRacGAP inhibition	Large T inhibition	RSV CPE inhibition	LYP inhibition	others
Nc1nnc(CC(=O)N2CCCCC2)s1	5%	0%	0.9%	-5.1%	-6%	4%	8%	0.9%	-11%
Cc1cccc(C)c1NC(=O)c1cnccn1	6%	4%	0.8%	.	-5%	8%	5%	0.5%	-10%

The list itself (from the top)
SMILES	AID2073	SIAH1 antagonists	HIV fusion peptide	XIAP antagonists	Dengue-2 NS5 capping	MgcRacGAP inhibition	Large T inhibition	RSV CPE inhibition	LYP inhibition	others
Nc1nnc(CC(=O)N2CCCCC2)s1	5%	0%	0.9%	-5.1%	-6%	4%	8%	0.9%	-11%
Cc1cccc(C)c1NC(=O)c1cnccn1	6%	4%	0.8%	.	-5%	8%	5%	0.5%	-10%
Cc1cc(C)c(NC(=O)COC(=O)c2cc([N+](=O)[O-])ccc2N2CCOCC2)c(C)c1	26%	3%	-0.2%	.	-3%	0%	8%	1.6%	-2%
Cc1ccc(CNC(=O)CCC2CCCN(Cc3cccc4c3OCO4)C2)o1 (configuration not stated)	33%	3%	-1.1%	.	-7%	6%	-1%	-2.4%	-5%
Cn1c(Cc2csc(N)n2)nnc1SC/C=C/c1ccccc1	-7%	0%	-3.4%	-5.3%	-9%	14%	1%	1.1%	-9%
COC(=O)c1ccc(C2/C(=C(\O)c3ccc4c(c3)OCCO4)C(=O)C(=O)N2CCCN2CCOCC2)cc1 (configuration not stated)	2%	13%	-1.0%	.	1%	5%	10%	0.3%	-5%
Cc1cc2nn(-c3ccc(F)cc3)nc2cc1N	47%	-5%	6.4%	.	6%	-7%	6%	3.0%	-12%
CCOC(=O)N1CCN(C(=O)Nc2ccc3nccnc3c2)CC1	14%	-1%	1.1%	-3.6%	-1%	5%	17%	2.0%	-3%
Cc1ccc(S(=O)(=O)Cn2nnnc2C(CC(C)C)N2CCN(c3ccc(F)cc3)CC2)cc1 (configuration not stated)	4%	3%	-0.2%	-5.3%	-2%	9%	2%	0.5%	-1%
Cc1nc(SCC(=O)N2CCc3ccccc32)n[nH]1	-1%	2%	1.7%	-5.7%	-3%	15%	2%	3.0%	-1%
Cc1ccc(S(=O)(=O)NC(=O)NCc2ccc(F)cc2)cc1	1%	-3%	-1.6%	-2.3%	-3%	9%	6%	4.5%	-4%
CC(=O)OCC(CCn1cnc2cnc(N)nc21)COC(C)=O	8%	1%	0.7%	-2.7%	.	.	16%&7%	1.5%	-7%
COc1cccc(C(=O)Nc2ccc(NC(=O)C(C)C)nc2)c1	2%	2%	-1.3%	-6.7%	-3%	10%	19%	2.5%	-2%
O=C(Nc1ccon1)c1cc2c(s1)CCCC2	3%	-1%	-0.2%	-2.5%	-5%	0%	11%	3.5%	5%
O=C(Nc1ccc(N2C(=O)C3C4C=CC(C4)C3C2=O)cc1)Nc1nnc(C(F)(F)F)s1 (configuration not stated)	3%	1%	-1.9%	-2.2%	-2%	2%	3%	6.4%	-4%
CCOC(=O)c1c(C)[nH]c(C)c1S(=O)(=O)NCc1ccccc1C	35%	1%	-1.1%	.	-8%	-16%	4%	1.9%	-7%
CCCCn1c(SCC(=O)NCc2ccco2)nnc1-c1ccoc1C	-4%	1%	15%	-2.9%	-16%	26%	22%	-1.1%	3%
COc1ccccc1CCC(=O)N1CCN(C(=O)c2ccccc2)CC1	0%	2%	1.1%	.	-1%	8%	3%	4.5%	0%
Cc1cccc(CS(=O)(=O)Cc2ccc(C(=O)NCc3ccco3)o2)c1	-5%	-3%	-2.2%	-8.4%	1%	0%	3%	1.8%	-14%
COc1ccc(N2CCN(S(=O)(=O)c3ccc(-n4cnnn4)c(C)c3)CC2)cc1	12%	37%	-0.4%	-1.6%	-1%	2%	8%	1.3%	0%
CCN(CC)C(=O)Cn1c(=O)n(-c2ccccc2)c(=O)c2c3c(sc21)CCC3	3%	-1%	-0.6%	-7.4%	-10%	5%	.	0.3%	-1%
O=C(Cc1ccccc1)NCCS(=O)(=O)N1CCN(c2cccc(Cl)c2)CC1	.	.	.	.	0%	4%	18%	0.3%	.
Fc1ccc(NC(=S)N/N=C/c2cccc(Br)c2)c(F)c1	2%	0%	-0.9%	-2.8%	-6%	8%	1%	-0.1%	4%
COc1cccc(/C=N/NC(=O)c2nc(-c3ccccc3)cc(-c3ccccc3)n2)c1	6%	-6%	-2.1%	-14%	-7%	9%	0%	5.8%	4%
COc1ccc(CC(C(=O)Nc2cccc(F)c2)c2nn[nH]n2)c(OC)c1 (configuration not stated)	-3%	-1%	1.2%	-3.9%	-10%	-3%	11%	-0.2%	-5%
CCCCN(C1CCS(=O)(=O)C1)S(=O)(=O)c1ccc(OC)cc1 (configuration not stated)	.	.	.	.	-7%	0%	7%	-1.3%	.
O=C(Nc1nc2ccsc2c(=O)s1)c1ccc(Cl)cc1	8%	32%	2.1%	.	1%	11%	8%	1.9%	-1%
C=C(C)c1cccc(C(C)(C)NC(=O)Nc2ccc(Cl)cn2)c1	-5%	3%	1.7%	-2.9%	1%	4%	17%	4.5%	5%
COC(=O)c1ccccc1NC(=O)CCCCCn1nnc2ccccc2c1=O	42%	3%	-0.2%	.	-4%	8%	27%	3.1%	-4%
Cc1cc2c(Nc3ccccc3)ncnc2s1	5%	-1%	2.0%	-4.2%	-5%	8%	-3%	3.3%	-3%
CCSC(=O)NC12CC3CC(CC(C3)C1)C2	-10%	0%	0.9%	0.8%	-4%	5%	3%	-0.1%	4%
Cc1cc2cc(C(c3nnnn3CC3CCCO3)N3CCCc4ccccc43)c(=O)[nH]c2cc1C (configuration not stated)	70%*	-1%	7.4%	-5.0%	5%	-1%	7%	.	-4%
O=C(Nc1ccc(Cl)cn1)c1ccc(-c2cc(Cl)ccc2Cl)o1	7%	7%	2.1%	-3.4%	-2%	-15%	12%	-0.5%	-9%
Cc1ccc(C(=O)OC(C)C(=O)NCc2ccc3c(c2)OCO3)cc1S(=O)(=O)N1CCOCC1 (configuration not stated)	6%	-2%	0.4%	.	1%	9%	18%	1.7%	-3%
Cc1cccc(C(=O)N2CCCC(CCC(=O)N3CCN(c4ccccn4)CC3)C2)c1 (configuration not stated)	12%	4%	-0.8%	.	-4%	9%	8%	7.4%	-4%
O=C(N/N=C/c1ccc(N2CCOCC2)o1)c1cccc([N+](=O)[O-])c1	0%	4%	18%	-1.5%	52%	-2%	-10%	0.9%	-11%
Cc1cccc(NC(=O)CSCC(=O)NNC(=O)c2ccoc2C)c1	4%	1%	-1.0%	.	1%	4%	-14%	-0.8%	-7%
NC(=O)c1ccccc1OCC(=O)NS(=O)(=O)c1ccccc1	3%	6%	1.2%	-3.1%	-2%	4%	2%	-0.3%	-1%
Cc1sc(NC(=O)CCCCC(=O)Nc2sc(C)c(C)c2C(=O)O)c(C(=O)O)c1C	.	.	.	.	3%	3%	16%	1.4%	.
O=C(CSc1nc2ccccc2c(=O)n1Cc1ccco1)Nc1cccc(O)c1	0%	2%	2.2%	.	-10%	7%	11%	2.6%	0%

A draw from above in order of heavy-atom count, highest first:
SMILES	AID2073	SIAH1 antagonists	HIV fusion peptide	XIAP antagonists	Dengue-2 NS5 capping	MgcRacGAP inhibition	Large T inhibition	RSV CPE inhibition	LYP inhibition	others
Cc1cccc(C(=O)N2CCCC(CCC(=O)N3CCN(c4ccccn4)CC3)C2)c1 (configuration not stated)	12%	4%	-0.8%	.	-4%	9%	8%	7.4%	-4%
NC(=O)c1ccccc1OCC(=O)NS(=O)(=O)c1ccccc1	3%	6%	1.2%	-3.1%	-2%	4%	2%	-0.3%	-1%
CCSC(=O)NC12CC3CC(CC(C3)C1)C2	-10%	0%	0.9%	0.8%	-4%	5%	3%	-0.1%	4%

The listing continues.
SMILES	AID2073	SIAH1 antagonists	HIV fusion peptide	XIAP antagonists	Dengue-2 NS5 capping	MgcRacGAP inhibition	Large T inhibition	RSV CPE inhibition	LYP inhibition	others
CCCOc1ccc(C(=O)NCC2OCCc3ccccc32)cc1OC (configuration not stated)	-15%	1%	1.0%	-3.8%	1%	-3%	5%	1.0%	-7%
Oc1c(C(Nc2nccs2)c2ccc(C(F)(F)F)cc2)ccc2cccnc12 (configuration not stated)	18%	-6%	1.4%	-7.3%	5%	10%	5%	.	6%
Cn1cnc(S(=O)(=O)NCc2ccccc2)c1	-2%	-3%	0.0%	-1.8%	-3%	7%	6%	1.1%	-6%
Cc1cccc(N(CC(=O)N2CCN(c3ccc(F)cc3)CC2)S(C)(=O)=O)c1C	20%	4%	-1.4%	-6.3%	.	.	22%	1.5%	-4%
O=C(Nc1nccs1)c1ccc(COc2ccccc2Cl)o1	13%	0%	-0.8%	-13%	-2%	-4%	7%	13%	5%
COc1cccc(C(=O)NC23CC4CC(CC(C4)C2)C3)c1	14%	12%	0.8%	.	1%	-4%	11%	1.0%	-8%	Dengue-2 NS5 capping pilot replicate=3.0
CCn1c(=O)c2cc(S(=O)(=O)NC3CCCCC3)ccc2n(CC)c1=O	-1%	2%	-2.8%	-0.6%	-1%	1%	12%	-0.8%	0%
O=C(NNc1nc(N2CCOCC2)nc(N2CCOCC2)n1)Nc1ccc(Cl)cc1	-13%	8%	-0.9%	-7.0%	.	.	16%	2.1%	-3%
CC(=O)Nc1ccc(C(=O)COC(=O)C2CC3CCCC(C2)C3=O)cc1 (configuration not stated)	.	.	.	.	5%	15%	11%	-1.4%	.
O=C(N/N=C/c1cccc(OC(=O)N2CCOCC2)c1)c1cccs1	-7%	7%	2.4%	-2.2%	.	2%	5%	-0.1%	0%
O=C(Cc1cccs1)Nc1nc2ccccc2s1	0%	-2%	-2.4%	-5.0%	-4%	15%	7%	-0.8%	-6%
O=C(Nc1cc(S(=O)(=O)N2CCCC2)ccc1Cl)C1=COCCO1	6%	-4%	3.3%	-4.9%	-1%	10%	-3%	-0.1%	0%
CC(O)CNCc1cccc2ccccc12 (configuration not stated)	-8%	3%	-0.4%	-2.9%	2%	7%	9%	0.2%	-4%
O=S(=O)(NCc1cccnc1)c1cccc2cccnc12	-2%	-1%	-2.5%	-3.4%	-2%	4%	-1%	0.1%	-3%
Cc1cccc(C)c1NC(=S)Nc1ccccc1C(=O)NCc1ccco1	-7%	-3%	0.3%	-5.4%	-7%	6%	80%	2.3%	-4%
COCC(=O)Nc1ccc(OC)c(Cl)c1	-11%	2%	-1.7%	-5.2%	1%	4%	8%	1.4%	-5%
Cc1cc(C)nc(Nc2ccc(C)c([N+](=O)[O-])c2)n1	5%	12%	1.1%	-3.4%	-2%	5%	.	9.1%	-5%
CCOC(=O)CSc1nc2ccccc2c(=O)n1CC1COc2ccccc2O1 (configuration not stated)	8%	0%	1.8%	-3.5%	-3%	11%	-5%	1.0%	4%	Dengue-2 NS5 capping pilot replicate=-7.9
CCOC(=O)c1ccc(NC(=O)CSCCC(=O)O)cc1	11%	-4%	1.1%	-4.1%	-6%	-13%	6%	0.9%	-8%
O=c1c2cc(NC(=S)NCCCN3CCC(Cc4ccccc4)CC3)ccc2nc2n1CCCCC2	13%	-4%	-1.7%	0.7%	-8%	8%	12%	19%	2%
CN(C)c1nc(NCc2ccccc2)nc(SCC(=O)Nc2ccc(Cl)c(Cl)c2)n1	-2%	-1%	0.5%	-5.7%	-1%	1%	9%	0.7%	7%
CCC(NC(=O)c1ccccc1NC(=O)c1ccco1)C(=O)NNC(=O)c1ccncc1 (configuration not stated)	-9%	-2%	2.6%	.	.	.	15%	0.6%	-7%

Rows were taken by chance, and some 1.7% of all compounds hit somewhere here.
